# TEAD-YAP block: TEAD-YAP interaction inhibition | HEK-TIYL cells, TEAD-Gal4/YAP UAS-luciferase luminescence | inhibition, % at 9.12 µM | actives 1.4% (n = 640,000); in the data active = inhibition above about 32%;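 note: 0% = median of test compound wells and 100% = reference inhibitor wells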
# GPR151 ag: human GPR151 activation. actives 1% (n = 650,000). Q8TDV0. PathHunter beta-arrestin GPR151 cells, luminescence. activation, % at 11.2 µM; in the data active = activation above about 4.9%;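 note: 0% = median of compound wells and 100% = cells with positive control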
# Target sequence (Q8TDV0 whole entry, looked up): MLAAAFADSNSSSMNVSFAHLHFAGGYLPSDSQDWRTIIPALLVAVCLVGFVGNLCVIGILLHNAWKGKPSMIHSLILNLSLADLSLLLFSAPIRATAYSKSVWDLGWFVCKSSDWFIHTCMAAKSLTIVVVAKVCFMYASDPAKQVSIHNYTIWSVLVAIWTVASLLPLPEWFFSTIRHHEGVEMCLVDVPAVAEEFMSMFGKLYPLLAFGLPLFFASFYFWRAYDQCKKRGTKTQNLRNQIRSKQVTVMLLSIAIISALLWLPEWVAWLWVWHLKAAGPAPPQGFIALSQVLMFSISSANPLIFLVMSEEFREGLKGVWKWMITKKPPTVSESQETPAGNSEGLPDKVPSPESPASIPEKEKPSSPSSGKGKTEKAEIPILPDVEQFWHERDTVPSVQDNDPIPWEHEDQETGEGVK
# MITF inh: inhibitors of human MITF | O75030 | AlphaScreen MITF homodimerization, bead proximity signal | inhibition, % at 2.6 µM | actives 0.91% (n = 650,000); in the data active = inhibition above about 50%;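 note: 0% = vehicle wells with protein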
# Target sequence (O75030 whole entry, looked up): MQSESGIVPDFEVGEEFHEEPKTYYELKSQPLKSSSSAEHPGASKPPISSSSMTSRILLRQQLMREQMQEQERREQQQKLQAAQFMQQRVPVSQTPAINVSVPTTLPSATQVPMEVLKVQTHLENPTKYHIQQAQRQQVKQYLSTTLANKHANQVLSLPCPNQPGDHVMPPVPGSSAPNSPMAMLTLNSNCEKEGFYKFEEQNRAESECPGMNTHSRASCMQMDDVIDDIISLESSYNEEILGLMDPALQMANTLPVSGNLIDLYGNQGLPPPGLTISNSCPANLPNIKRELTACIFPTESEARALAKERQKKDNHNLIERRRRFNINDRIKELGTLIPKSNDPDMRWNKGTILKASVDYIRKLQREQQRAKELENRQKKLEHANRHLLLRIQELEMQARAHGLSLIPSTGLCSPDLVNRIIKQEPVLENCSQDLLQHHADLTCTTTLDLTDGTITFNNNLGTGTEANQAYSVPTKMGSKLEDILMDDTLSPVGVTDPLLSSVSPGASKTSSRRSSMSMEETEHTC
# FBW7 activator: human FBW7 E3 ligase activation, primary screen; Q969H0; AlphaScreen FBW7–phospho-cyclin E peptide binding, activator screen; normalized activity (activation), % at 26.1 µM; actives 0.13% (n = 650,000); in the data active = normalized activity above about 1.9%;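 note: purified mutant Fbw7 with reduced substrate affinity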
# * hit, by the source's call.
SMILES,TEAD-YAP block,GPR151 ag,MITF inh,FBW7 activator
Cc1cc([N+](=O)[O-])nn1CC(=O)Nc1sc2c(c1C#N)CCCCC2,11,0.1,17,0.3
Cc1onc(-c2ccccc2Cl)c1-c1nc(-c2nonc2N)no1,11,1.0,9,0.4
O=S(=O)(NCC(c1cccnc1)N1CCN(c2ccc(F)cc2)CC1)c1ccccc1 (stereo not given),-14,0.7,7,-0.2
Cc1nc2c(C(=O)NC3CCCCC3)cnn2c(C)c1Cc1ccccc1,-1,1.9,-9,-0.1
CO[C@H]1[C@H](NC(=O)C(C)C)c2ccccc2C12CCN(C(=O)c1ccc(C)s1)CC2,-6,0.9,-9,-0.1
COc1ccc(-c2noc(CN(C(=O)c3ccc([N+](=O)[O-])cc3)C(C)C)n2)cc1,-6,0.1,0,-0.1
CC(c1cccnc1)N1CC23C=CC(O2)C(C(=O)O)C3C1=O (stereo not given),11,0.8,10,-0.2
CCOC(=O)c1c(-c2ccc(F)cc2)csc1NC(=O)c1cccnc1,-11,0.0,-1,-0.1
COc1ccc(C(=O)N/C(=C\c2cc(OC)c(OC)c(OC)c2)C(=O)N2CC3CC(C2)c2cccc(=O)n2C3)cc1OC (stereo not given),1,1.6,1,0.0
CCOC(=O)C1=C(C)N=c2s/c(=C\c3cc4c(cc3OC)CCCC4)c(=O)n2C1c1c(OC)ccc2ccc(OC)cc12 (stereo not given),-8,3.2,-3,0.0
CCCn1nnnc1SCC(=O)Nc1ccc(OC)cc1,0,0.0,-12,-0.1
Cc1cc(/C=C2/C(=N)N3C(=NC2=O)SN=C3S(C)(=O)=O)c(C)n1-c1cccc(F)c1,-1,0.5,-3,-0.1
CCN(CC)C(=O)C[n+]1ccc(C(N)=O)cc1,7,-0.7,-5,0.2
CC(=O)O[C@@H]1C[C@H]2C(C)(C)C(=O)C=C[C@]2(C)[C@H]2CC[C@@]3(C)[C@H](c4ccoc4)OC(=O)[C@H]4O[C@]43[C@@]21C,15,3.6,7,-0.1
CCCCN(CC)Cc1c(C)[nH]c2ccccc2c1=O,9,0.4,3,-0.2
NNC(=O)c1ccc(CN2CCCCC2)o1,-7,-1.2,8,-0.1
CC1CCCC(NCC(=O)Nc2ccc(C(N)=O)cc2)C1C (stereo not given),-8,2.5,-1,0.0
O=c1[nH]c(O)c(C=NCCCN2CCOCC2)c(=O)[nH]1,6,-0.7,-3,0.2
COC(=O)C1=C(N)OC2=C(C(=O)CC(c3ccccc3)C2)C1c1ccc(Cl)cc1Cl (stereo not given),5,-1.6,13,0.5
CCOC(=O)N1CCc2c(sc(NC(=O)c3ccc(Cl)s3)c2C(N)=O)C1,9,1.4,-4,0.1
O=C(CN1CCCCC1)Nc1ccc([N+](=O)[O-])cc1,7,-1.7,8,0.2
CCC(C)Sc1nc2c(c(=O)n(C)c(=O)n2C)n1Cc1ccccc1 (stereo not given),7,-0.7,8,0.0
Cc1cc(C)n(CCC(=O)N(C)c2nc3c(s2)CCc2oc(C)cc2-3)n1,5,1.0,-12,0.3
COc1cccc(CN2CCN(C3CCCCC3OC)CC2)c1OC (stereo not given),4,-0.2,74*,-0.2
Clc1nc(CN2CCCCC2)nc2sc3c(c12)CCC3,2,-0.6,8,0.1
O=C(Nc1ccnn1C1CCN(C(=O)Cc2cccc(Cl)c2)CC1)C1CC1,-12,0.3,15,0.6
OCCC1CN(Cc2ccc(C(F)(F)F)cc2)CCN1Cc1ccccc1 (stereo not given),-4,-1.3,-1,-0.1
CCn1c(C2COc3ccc(OC)cc3C2)nc2cc(F)c(-c3ccnc(N)n3)cc21 (stereo not given),-4,-0.9,-2,-0.1
CCOC(=O)CC1=C(C(=O)OCC)C(c2ccc(C)o2)C(C#N)=C(N)O1 (stereo not given),-1,-0.2,15,0.3
CCCCNCCOCCOc1c(Cl)cccc1Cl,6,-0.8,47,0.4
COc1ccc(-c2csc(=Nc3ccccc3)n2CCc2ccccc2)cc1F,10,1.0,2,-0.1
COc1nccnc1NS(=O)(=O)c1ccc(NC(=O)c2ccc(C)cc2)cc1,-12,-0.2,20,-0.1
Cn1nc(CC(=O)Nc2ccccc2Br)c2ccccc2c1=O,25,-1.1,-4,-0.1
CN(C)CCOc1cc(-c2cn[nH]c2)c(F)cc1NC(=O)[C@H]1Cc2ccccc2CN1CC1CC1,-10,-0.7,4,-0.5
COC(=O)c1cnc(Nc2ccc(OC)cc2OC)c2ccccc12,-7,-1.4,-9,0.9
Cc1cc(C(=O)CSc2nnc(-c3ccc(F)cc3)o2)c(C)n1CC1CCCO1 (stereo not given),7,-0.6,1,0.1
CCCn1c(=S)[nH]c2cc(C(=O)N3CCC(C(N)=O)CC3)ccc2c1=O,6,1.3,5,0.0
C=CCOC(=O)/C(=C\c1ccccc1)NC(=O)c1ccc(Br)o1,-6,-0.4,11,-0.2
COc1ccc(-n2cc(C(=O)NCCCN3CCCCC3C)c3ccccc3c2=O)cc1 (stereo not given),-3,-1.2,11,0.6
O=C(N/C(=C/c1ccccc1)C(=O)N1CCCCC1)c1ccco1,9,-0.7,-4,-0.1
COc1ccc(Cl)cc1NC(=O)CSc1nnc(CNC(=O)c2ccco2)n1C,4,0.2,20,0.3
O=[N+]([O-])c1ccc(N2CCN(S(=O)(=O)c3ccc(Cl)cc3)CC2)c(Cl)c1,-19,-2.8,-3,0.2
COc1ccc(Cl)cc1NC(=O)C(N)=O,0,-0.8,4,-0.1
O=C(CC1C(=O)NCCN1Cc1ccc2ccccc2c1)NCc1ccc(Cl)cc1 (stereo not given),6,0.2,4,-0.1
O=C(OCc1cccc([N+](=O)[O-])c1)c1ccccc1,-6,-0.6,14,-0.1
Cc1cc(-c2nc3cc(NC(=O)C(C)C)ccc3o2)ccc1Br,-22,0.2,-7,0.0
CCn1ncc(NC(=S)NCCc2ccccc2)c1C(N)=O,1,0.3,4,-0.1
CCC(C)n1c(SCc2cccc(F)c2)nc2ccsc2c1=O (stereo not given),0,0.9,-8,0.0
O=C(CS(=O)(=O)c1ccc(F)cc1)Nc1nc(-c2ccc3c(c2)OCO3)cs1,-6,0.3,4,0.0
O=C(C1CCC(=O)N1C1CCCC1)N1CCN(c2ccccc2)CC1 (stereo not given),3,0.9,10,0.1
CC(=O)N1CCOc2cc(S(=O)(=O)N3CC(C)CC(C)C3)ccc21 (stereo not given),8,-0.2,9,1.3
O=C1CCCN1CCn1cnc2c(NC3CCN(Cc4ccccc4)CC3)nc(N3CCC(N4CCOCC4)CC3)nc21,-8,0.8,-6,0.3
O=C(CCN1CCCC1=O)Nc1ccc(-c2cn3c4c(nnc3n2)CCCC4)cc1,-41,0.6,-8,0.0
N#CC1(c2ccc([N+](=O)[O-])cc2)CCCC1,7,0.7,0,0.0
COc1cccc(C(=O)Nc2nc3c(s2)CC(C)CC3)c1 (stereo not given),-43,-3.9,14,0.0
CCCCn1c(O)c(C2=c3ccccc3=NC2=O)c2ccccc21,13,-2.4,26,0.2
Nc1c(C(=O)Nc2ccc(Cl)c(C(=O)O)c2)sc2nc3c(cc12)CCCC3,13,0.1,-5,-0.1
CCOC(=O)C1=C(C)N=c2s/c(=C\c3ccc(C)o3)c(=O)n2C1c1ccc(OC)c(OC)c1 (stereo not given),22,0.5,0,0.5
CCOC(=O)c1ccc(NC(=O)NNC(=O)COc2ccc3c(c2)CCC3)cc1,-1,0.7,12,0.1
Cc1c(NS(=O)(=O)c2ccc3c(c2)OCCO3)c(=O)n(-c2ccccc2)n1C,-1,-0.1,9,0.1
# Additional structures follow.
SMILES,TEAD-YAP block,GPR151 ag,MITF inh,FBW7 activator
CN1CCN(C(=O)c2ccc(-c3nc(NC4CC4)c4ncn(Cc5ccc(C(F)(F)F)cc5)c4n3)cc2)CC1,-5,-0.7,-5,0.2
C/C(Cc1ccccc1)=N/NC(=O)CCCC(=O)N/N=C(/C)Cc1ccccc1,-1,3.2,9,0.1
Cc1cccc(NC(=O)CN(c2ccc3c(c2)OCO3)S(C)(=O)=O)c1,-16,3.0,-14,0.1
O=C(CN(C(=O)c1csnn1)c1ccc(F)cc1)NCc1ccc2c(c1)OCO2,6,1.5,10,0.0
COc1ccc2c(CC(=O)OCc3cc(=O)oc4cc(OC)ccc34)coc2c1,4,-1.8,8,-0.1
Cc1[nH]c2ccccc2c1C(=O)COC(=O)c1cccc(S(=O)(=O)N2CCOCC2)c1,9,0.2,17,0.3
Nc1nonc1-n1nnc(-c2ccccc2)c1C(=O)c1ccccc1,-11,1.2,4,0.1
O=C1CSC(c2ccccc2Br)N1c1ccc(Oc2ccccc2)cc1 (stereo not given),-28,0.4,2,-0.1
COc1ccc(C(=O)Nc2ccc(-c3nc4ccccc4o3)cc2)cc1OC,-9,0.3,11,0.0
O=C(Nc1nc2ccccc2s1)c1ccc(C(=O)c2ccccc2)cc1,-26,-0.7,-3,-0.1
Cc1c(C(=O)Nc2ccc(Oc3ccc(Cl)cc3)cc2)sc2ncn(Cc3cccc(F)c3)c(=O)c12,0,-0.9,-5,0.7
CCCCOc1ccc(N2C(=O)c3cccc([N+](=O)[O-])c3C2=O)cc1,-7,1.2,1,-0.2
COc1cc(OC)cc(C(=O)NCc2cc(OC)c(OC)c(OC)c2)c1,9,0.0,-5,0.2
COc1ccc(/C=N/n2cnnc2)cc1COc1ccc(NC(C)=O)cc1,1,-0.6,-1,-0.2
O=S(=O)(c1cccs1)N1CCN(CC(O)COC2CCCc3ccccc32)CC1 (stereo not given),4,-0.7,39,-0.2
Cc1noc(C(=O)N2CC3(C)CC2CC(C)(C)C3)c1Cl (stereo not given),-5,-1.0,12,-0.1
Cc1cc(=O)oc2cc(OCC(=O)NC3CCCCCC3)ccc12,13,0.0,-12,0.6
Cc1ccc(C(C)C)c(OCC#CCN2CCOCC2)c1,-10,-1.3,55*,0.1
O=C(NC(=S)Nc1ccc2nn(-c3ccc(Cl)cc3)nc2c1)c1ccc(Cl)cc1,-9,-0.6,-5,0.2
COc1cc2nc(N3CCN(c4ccccn4)CC3)nc(Nc3cc(OC)c(OC)c(OC)c3)c2cc1OC,23,2.6,5,-0.1
COc1ccc(C2=N/C(=C/c3ccccc3[N+](=O)[O-])C(=O)O2)cc1OC,9,2.5,4,-0.1
CC(NC(=O)CN(c1cccc([N+](=O)[O-])c1)S(=O)(=O)c1ccccc1)c1ccccc1 (stereo not given),-3,-1.2,-9,0.0
COc1ccc(OC)c(C(=O)CSc2nnc(Cc3cccs3)n2C)c1,-1,0.0,6,-0.3
C=CCOCC(O)Cn1c(N=Nc2c(O)[nH]c3ccccc23)nc2c1c(=O)[nH]c(=O)n2C (stereo not given),-1,2.1,6,-0.5
COc1cc(/C=C2\C(=O)N(c3ccccc3)N=C2C)c(Br)cc1O,1,-2.2,12,-0.8
O=C(CCCCCN1C(=O)c2cccc3cccc(c23)C1=O)NCCO,0,-0.1,15,0.1
COc1cc(/C=C2/C(=O)NC(=O)N(C)C2=O)ccc1O,9,-0.4,1,-0.7
CC(C)c1ccc(Cc2nnc(NCCN3CCOCC3)[nH]c2=O)cc1,-11,-1.2,8,0.0
COc1ccc(S(=O)(=O)N2CCCC2C(=O)Nc2ccc(S(N)(=O)=O)cc2)cc1 (stereo not given),-5,0.0,5,-0.1

# Some of these compounds in order of molar mass, falling.
SMILES,TEAD-YAP block,GPR151 ag,MITF inh,FBW7 activator
CN1CCN(C(=O)c2ccc(-c3nc(NC4CC4)c4ncn(Cc5ccc(C(F)(F)F)cc5)c4n3)cc2)CC1,-5,-0.7,-5,0.2
CN(C)CCOc1cc(-c2cn[nH]c2)c(F)cc1NC(=O)[C@H]1Cc2ccccc2CN1CC1CC1,-10,-0.7,4,-0.5
Cc1cc(/C=C2/C(=N)N3C(=NC2=O)SN=C3S(C)(=O)=O)c(C)n1-c1cccc(F)c1,-1,0.5,-3,-0.1
O=C(NC(=S)Nc1ccc2nn(-c3ccc(Cl)cc3)nc2c1)c1ccc(Cl)cc1,-9,-0.6,-5,0.2
COc1ccc(S(=O)(=O)N2CCCC2C(=O)Nc2ccc(S(N)(=O)=O)cc2)cc1 (stereo not given),-5,0.0,5,-0.1
O=S(=O)(c1cccs1)N1CCN(CC(O)COC2CCCc3ccccc32)CC1 (stereo not given),4,-0.7,39,-0.2
O=C(CN(C(=O)c1csnn1)c1ccc(F)cc1)NCc1ccc2c(c1)OCO2,6,1.5,10,0.0
O=C(CCN1CCCC1=O)Nc1ccc(-c2cn3c4c(nnc3n2)CCCC4)cc1,-41,0.6,-8,0.0
C/C(Cc1ccccc1)=N/NC(=O)CCCC(=O)N/N=C(/C)Cc1ccccc1,-1,3.2,9,0.1
COc1ccc(C2=N/C(=C/c3ccccc3[N+](=O)[O-])C(=O)O2)cc1OC,9,2.5,4,-0.1
CCC(C)n1c(SCc2cccc(F)c2)nc2ccsc2c1=O (stereo not given),0,0.9,-8,0.0
O=C(C1CCC(=O)N1C1CCCC1)N1CCN(c2ccccc2)CC1 (stereo not given),3,0.9,10,0.1
Nc1nonc1-n1nnc(-c2ccccc2)c1C(=O)c1ccccc1,-11,1.2,4,0.1
CCN(CC)C(=O)C[n+]1ccc(C(N)=O)cc1,7,-0.7,-5,0.2
COc1ccc(Cl)cc1NC(=O)C(N)=O,0,-0.8,4,-0.1

# Screening results from PubChem BioAssay.
